# TRPV1 agonist – human TRPV1 agonism | TRPV1-expressing cells, Fluo-8 calcium influx, agonist mode | activation, % at 8.33 µM | 320,000 compounds, 0.19% hits | AID 540275; in the data active = activation above about 80%; inconclusive = between about 30% and that limit; note: 0% is about no effect
#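 Fluo-8 calcium influx in TRPV1-expressing cells, kinetic read (ex 480/em 520 nm). Compound added and read 3 min for agonist activity, followed by capsaicin at EC20 final and 2 min further read for enhancement.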
# KCNH2 3.1 block – blocks the human KCNH2 3.1 channel isoform | 340,000 compounds, 0.95% hits | U2OS KCNH2 3.1, thallium flux FluxOr; hits give low values | activity change, % (tested at about 1.8 µM) | AID 720553;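 active = maximum activity change below -70%; inconclusive = maximum activity change from -70% to -50%; inactive = maximum activity change above -50%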;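 note: thallium influx rate constant from kinetic fluorescence after stimulation buffer; % is set by controls: 0 for no effect and ±100 for the full control effect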
#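 Thallium flux via FluxOr fluorescence (Red40 quencher, 45 min loading) in U2OS cells virally expressing the KCNH2 3.1 isoform (1.77 x 10^8 /mL virus, overnight at 37 C). Rate constants from 2-min kinetic reads post-stimulation, normalised to positive and negative controls.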
# Giardia killer – kills Giardia lamblia. activity change, % at 7.66 µM, hits read low. AID 540267. Giardia lamblia trophozoite viability. 340,000 compounds, 0.15% hits; in the data active = activity change below about -80%; inconclusive = between about -30% and that limit;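 note: parasites exposed to compound for two days anaerobically before the ATP read; % is set by controls: 0 for no effect and ±100 for the full control effect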
#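 Each well holds 100 Giardia trophozoites and compound. After two days (48 hrs) at 37 deg C in anaerobic conditions, ATP is quantified by luminescence.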
# Menin MLL FP TR – menin-MLL binding inhibition, Texas Red mutant peptide. 270,000 compounds, 0.23% hits. AID 1768. O00255. Potency, µM (top dose mostly 61.6 µM), for inactives: at the highest dose FP activity change, negative = inhibition, hits mostly inhibitors. Menin + Texas Red MLL mutant peptide, fluorescence polarization; active = well fitted inhibition curve with a large enough effect in the polarisation, with a control signal flat, not every such curve was filed as active; inconclusive = small, poorly fitted or top-dose-only effect, or effect the other way, or a change in a side signal; inactive = no such curve, though single readings can be large or run the other way; the % refers to the polarisation; note: potency is the fitted concentration of half-maximal effect; % of control where 0% means no effect; many of its hits are not listed in these tables
# MLL CXXC-DNA inh – blocks binding of human MLL CXXC domain to DNA. Q03164. MLL-CXXC / FITC-HOXA9 DNA fluorescence polarization. Potency, µM (series often up to 115 µM), for the others: top-dose activity change, negative = inhibition, usual class: inhibitors. 290,000 compounds, 0.037% hits. AID 2662; active = well fitted inhibition curve with a large enough effect in the polarisation, with a control signal flat, not every such curve was filed as active; inconclusive = small, poorly fitted or top-dose-only effect, or effect the other way, or a change in a side signal; inactive = no such curve, though single readings can be large or run the other way; the % refers to the polarisation; note: potency is the fitted concentration of half-maximal effect
#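 Purified MLL-CXXC (added from a 7 uM solution) was preincubated 5 min at ambient with pinned compounds in 50 mM Tris-HCl pH 7.5, 50 mM NaCl, 1 mM DTT, 0.05% BSA. Fluorescein-labeled HOX-A9 DNA (50 nM solution) followed, 30 min, then polarization read.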
# FBPA coupling cs – inhibits coupling enzyme system, counter-screen for aldolase hits; 290,000 compounds, 0.67% hits; AID 2472; activity change, negative = inhibition, % at 58.2 µM, hits read low; coupling enzyme system counterscreen, AmpLite Red fluorescence; in the data active = activity change below about -30%; note: % is set by controls: 0 for no effect and ±100 for the full control effect
#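 Coupling enzymes only (glyceraldehyde-3-phosphate) + compound, at 57.5 uM final, 10 min RT; add substrate/coupling/AmpLite Red mix, 20 min RT; fluorescence ex 525/em 598 nm. Actives flag coupling-system interference.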
# B2AR arrestin – agonists driving beta-arrestin recruitment to human beta2-adrenergic receptor; 330,000 compounds, 0.02% hits; P07550; beta-arrestin recruitment to beta2AR, cell-based reporter; Potency, µM (series often up to 46.1 µM), for inactives: at the highest dose activation, usual class: activators;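 note: potency is the fitted concentration of half-maximal effect; 0% = DMSO controls and full agonism = EC100 isoproterenol or metaproterenol; nearly all actives have a fitted effect of over 65% in size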
# hERG WT inh – inhibitors of human wildtype KCNH2 potassium channel; activity change, % at 1.84 µM; U2OS, BacMam KCNH2, thallium flux FluxOr; hits give low values; AID 720551; 340,000 compounds, 0.37% hits;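 active = maximum activity change below -70%; inconclusive = maximum activity change between -70% and -50%; inactive = maximum activity change above -50%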; note: % is set by controls: 0 for no effect and ±100 for the full control effect
#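 U2OS cells were transduced with wild-type KCNH2 virus (2.03 x 10^8 / mL) for 4 h at room temperature, then cultured overnight at 37 C. Thallium flux was read with FluxOr dye. Rate constants were normalized to DMSO controls.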
# PKM2 act – activators of human pyruvate kinase M2. AID 1631. Potency, µM (doses to about 57.5 µM), inactives show at the highest dose activation, hits mostly activators. purified PKM2, Kinase-Glo ATP luminescence, activation; response scale: 0% is enzyme alone, no compound. P14618. 260,000 compounds, 0.34% hits; note: potency is the fitted concentration of half-maximal effect; % is set by controls: 0 for no effect and ±100 for the full control effect; nearly all actives have a fitted effect of over 55% in size
#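 ATP formation by purified human PK-M2, quantified via coupled luciferase luminescence after 1 h at room temperature with 0.1 mM ADP and 0.5 mM PEP final.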
# GALK inh – blocks human galactokinase activity; Potency, µM (top dose mostly 57.5 µM), for the others: top-dose activity change, negative = inhibition, most hits filed as inhibitors; P51570; Purified GALK, Kinase-Glo residual ATP luminescence; 270,000 compounds, 0.007% hits; note: potency is the fitted concentration of half-maximal effect; % is set by controls: 0 for no effect and ±100 for the full control effect
#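 The enzyme phosphorylates galactose (100 uM) using ATP (35 uM); inhibition is detected as higher residual ATP, quantified by bioluminescence after 1 h reaction at room temperature, pH 8.0.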
# USP2a inh – USP2a (human) protease inhibition; O75604; USP2 core, Ub-CHOP2 coupled fluorogenic reporter, 485/531; Potency, µM (titrated, usually from 38.3 µM), without a hit: at the highest dose activity change, negative = inhibition, actives largely listed as inhibitors; 330,000 compounds, 0.01% hits;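 note: potency is the fitted concentration of half-maximal effect; plate controls were DMSO wells for no effect and full inhibition by NEM control for full effect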
#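 Cell-free coupled assay: 10nM USP2 core preincubated 30min RT with compound in Tris-HCl pH 8.0/CaCl2/CHAPS buffer, then 25nM Ub-CHOP2 and 25nM reporter substrate; fluorescence (Ex 485/Em 531) read after 60min RT, normalized to NEM inhibition, concentration-response curves fitted.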
# Active calls of the source: *; ? = inconclusive; . = no result given; [ ] = another dose, or the depositor's remark. Unless noted, calls come from the whole dose curve; as a rule, active = well fitted curve in the direction sought with a large enough effect; inconclusive = small, poorly fitted or top-dose-only effect, or another doubt; inactive = no such curve, though single readings can be large; an effect the other way counts as inactive or inconclusive.
SMILES,TRPV1 agonist,KCNH2 3.1 block,Giardia killer,Menin MLL FP TR,MLL CXXC-DNA inh,FBPA coupling cs,B2AR arrestin,hERG WT inh,PKM2 act,GALK inh,USP2a inh
CC(C)N(C)CCOC(=O)c1ccc2c(c1)OCCO2,0,-1,-2,0%,6%,4,7.8%,11,-5%,0%,0%
O=C1CCCc2c1cc(C(=O)O)c(=O)n2-c1ccccc1,-2,0,8,10%,-12%,2,0.1%,1,-3%,9%,-1%
CC(SC(=S)N1CCCC1)C(=O)O (stereo not given),1,26,-3,7%,-9%,0,-0.1%,-1,-1%,1%,3%
CCOC(=O)N1CCN(S(=O)(=O)N2CCCC(C(=O)NCCCN3CCCCC3)C2)CC1 (stereo not given),0,-17,-28,.,-5%,.,0.2%,-9,.,-4%,1%
COC(=O)c1cc(NC(=O)COC(=O)C2COc3ccccc3O2)cc(C(=O)OC)c1 (stereo not given),.,7,3,.,.,.,-0.4%,-10,.,.,-1%
COc1cc(C(=O)Nc2c(C)cc(C)cc2C)c([N+](=O)[O-])cc1OC,-2,10,-22,0%,5%,1,-3.3%,2,-3%,2%,1%
CCOc1ccccc1NC(=O)c1oc2ccccc2c1NC(=O)C1CCCO1 (stereo not given),?,-2,40[activator],3%,3%,-5,-0.5%,4,-10%,8%,0%
CCOc1ccc(/C=C2\SC(=S)N(C(C(=O)O)c3ccccc3)C2=O)cc1OC (stereo not given),1,4,14,.,6%,-1,0.0%,7,-1%,-4%,3%
O=C1C2C3C=CC(C2C(=O)N1c1cccc(O)c1)C1C2C(=O)N(c4cccc(O)c4)C(=O)C2C31 (stereo not given),-3,-1,-10,20%,3%,0,-0.3%,.,-6%,7%,-1%
Cc1ccc2[nH]cc(C(=O)CN3CCC4(CC3)OCCO4)c2c1,2,-3,14,-9%,1%,-1,4.6%,-1,1%,-1%,-1%
O=[N+]([O-])c1ccc(N2CCCCC2)nc1,1,-5,6,29%,0%,-1,-1.0%,.,0%,-2%,-8%
Cc1cc(C(F)F)n2nc(C(=O)Nc3ccccc3F)nc2n1,1,3,17,-4%,-5%,3,-0.1%,3,-2%,-1%,4%
CCC(C)(C)NC(=O)/C=C/c1cnc2ccccc2n1,20,22,1,10%,3%,-4,0.3%,.,-4%,1%,-1%
CN(C(=O)COC(=O)CNC(=O)c1ccccc1Cl)c1ccccc1,0,0,5,1%,3%,1,0.0%,21,0%,3%,2%
O=c1c(Cl)c(NCCO)ncn1-c1ccccc1,-3,7,-18,7%,-2%,-2,-0.7%,4,-1%,-2%,0%
Cc1ccc(C(=O)Nc2ccccc2N2CCCCC2)cc1,?,-12,20,?,27%,-1,-0.5%,-5,.,2%,-2%
COc1ccccc1C(=O)N(Cc1nc(-c2ccc(Cl)cc2)no1)C(C)C,-2,-9,5,-1%,10%,0,3.5%,15,-6%,4%,2%
Cc1nn(CC(=O)NC2CCS(=O)(=O)C2)c(C)c1[N+](=O)[O-] (stereo not given),.,17,-4,.,.,.,-0.6%,-5,.,.,7%
CCN1/C(=C2/SC(=S)N(NC(C)=O)C2=O)Sc2ccccc21,4,3,-21,-22%,?,0,-0.5%,-4,3%,6%,1%
Cc1ccc2c(CN3C(=O)NC4(CCCCC4)C3=O)cc(=O)oc2c1C,20,2,-15,-22%,25%,2,-0.1%,-1,0%,2%,0%
CC(OC(=O)c1cc[n+]([O-])cc1)C(=O)Nc1ccc(Cl)cn1 (stereo not given),2,16,0,2%,-2%,1,0.4%,-5,0%,-2%,-5%
NS(=O)(=O)c1ccc(CNc2ncnc3sccc23)cc1,3,-16,-5,-28%,-7%,-3,0.2%,-17,-2%,-3%,1%
CCc1ccc(-c2nc(C(N)=O)c3[nH]c(=O)n(-c4ccccc4OC)c3n2)cc1,-1,1,-27,22%,1%,0,0.5%,39,3%,3%,0%
Cc1csc(=S)n1-c1ccccc1,1,-9,-5,1%,1%,.,0.0%,-5,2%,-2%,1%
O=C(O/N=C(\c1ccccc1)c1ccccn1)c1ccc(Cl)c(Cl)c1,2,-4,-10,8%,10%,5,0.8%,-8,1%,-2%,1%

# Copied from the entries so far for reference:
SMILES,TRPV1 agonist,KCNH2 3.1 block,Giardia killer,Menin MLL FP TR,MLL CXXC-DNA inh,FBPA coupling cs,B2AR arrestin,hERG WT inh,PKM2 act,GALK inh,USP2a inh
CCc1ccc(-c2nc(C(N)=O)c3[nH]c(=O)n(-c4ccccc4OC)c3n2)cc1,-1,1,-27,22%,1%,0,0.5%,39,3%,3%,0%
Cc1csc(=S)n1-c1ccccc1,1,-9,-5,1%,1%,.,0.0%,-5,2%,-2%,1%
O=C(O/N=C(\c1ccccc1)c1ccccn1)c1ccc(Cl)c(Cl)c1,2,-4,-10,8%,10%,5,0.8%,-8,1%,-2%,1%

# (more compounds)
SMILES,TRPV1 agonist,KCNH2 3.1 block,Giardia killer,Menin MLL FP TR,MLL CXXC-DNA inh,FBPA coupling cs,B2AR arrestin,hERG WT inh,PKM2 act,GALK inh,USP2a inh
O=C(NCC1CCCO1)c1cccc(S(=O)(=O)Nc2ccc(F)cc2)c1 (stereo not given),0,-22,-9,.,.,.,-0.3%,39,.,.,2%
COc1ccc2cc(C#N)c(Nc3cccc(F)c3)nc2c1,13,-2,-17,-1%,0%,-2,0.1%,-1,0%,1%,9%
COc1cc2sc(C)nc2cc1C,3,18,-23,-2%,1%,-1,0.0%,-1,2%,1%,3%
O=c1[nH]c(SCc2ccccc2)nc2c1sc1ccccc12,3,-3,0,9%,12%,4,0.1%,2,6%,1%,1%
CCOc1ccccc1C1CC(c2cccs2)=NN1S(C)(=O)=O (stereo not given),-2,4,-17,?,-25%,0,-0.3%,-5,1%,-2%,-2%
Cc1ccccc1OCC(=O)N/N=C/c1c(C)nn(-c2ccccc2)c1Cl,2,-7,10,6%,-4%,0,1.5%,-18,-3%,1%,-1%
CCOC(=O)C1=C(N)Oc2cc(O)ccc2C1c1cccc(Cl)c1 (stereo not given),13,-2,-5,?,4%,0,-0.4%,-6,-3%[11.5 µM],-12%,-1%
Cc1cc(C(=O)NNC(=O)C(C)NS(=O)(=O)c2ccccc2F)c(C)o1 (stereo not given),.,0,0,.,.,.,0.3%,-7,.,.,3%
O=C(NCCC1=CCCCC1)C1CCN(c2nnc(-n3cccc3)s2)CC1,?,-3,7,-9%,2%,6,-1.0%,-3,-2%,-2%,1%
Cc1cc(O)ccc1Nc1nc(-c2cccnc2)cs1,1,-23,0,7%,0%,0,-0.1%,25,18%,1%,-1%
CCC(C)NS(=O)(=O)c1ccc(NC(=O)c2c(-c3ccccc3)noc2C)cc1 (stereo not given),.,26,0,-9%[11.7 µM],-1%,0,0.0%,0,-20%,0%,0%
C#Cc1ccc(CN2CCC(Oc3ccc(C(=O)NCc4ccccn4)cc3)CC2)cc1,8,-7,-1,-15%,0%,0,-0.8%,18,3%,3%,-1%
Cc1[nH]c(C)c(S(=O)(=O)Nc2ccc(F)cc2Cl)c1C(=O)N1CCCC1,3,-10,-6,-7%,-10%,3,-0.3%,-3,.,-2%,2%
CCOc1cc(CNCCCN2CCOCC2)cc(Br)c1OCC(=O)Nc1cccc(C(F)(F)F)c1,1,-6,?,?,1%,1,0.1%,3,0%,-3%,3%
COC(=O)c1cc(OC)c(OC)cc1NCC(=O)Nc1ccc(OC)c(OC)c1,1,4,2,0%,14%,-6,-0.6%,-2,-7%,1%,2%
c1ccc(OCc2nc(-c3ccncc3)no2)cc1,19,-1,18,-9%,-2%,0,0.6%,-10,-2%,-1%,3%
Cc1cc(C)nc(NS(=O)(=O)c2ccccc2)n1,-3,4,8,7%,0%,0,0.0%,-3,-4%,4%,-1%

# Of the compounds above, these have a thiophene ring, fused or not:
SMILES,TRPV1 agonist,KCNH2 3.1 block,Giardia killer,Menin MLL FP TR,MLL CXXC-DNA inh,FBPA coupling cs,B2AR arrestin,hERG WT inh,PKM2 act,GALK inh,USP2a inh
NS(=O)(=O)c1ccc(CNc2ncnc3sccc23)cc1,3,-16,-5,-28%,-7%,-3,0.2%,-17,-2%,-3%,1%
O=c1[nH]c(SCc2ccccc2)nc2c1sc1ccccc12,3,-3,0,9%,12%,4,0.1%,2,6%,1%,1%
CCOc1ccccc1C1CC(c2cccs2)=NN1S(C)(=O)=O (stereo not given),-2,4,-17,?,-25%,0,-0.3%,-5,1%,-2%,-2%

# Source: PubChem

# These rows are one share of the data, so the mix of outcomes need not match the whole.
